APJ ag – agonists of human APJ apelin receptor. P35414. CHO-K1 APJ PathHunter beta-arrestin, luminescence; 0% DMSO wells, 100% apelin. activation, % at 20 µM. hit rate 0.11% among 330,000;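 active means activation more than six SD over the plate average, tested at 20 µM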;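 further: 0% = DMSO alone and 100% = apelin-13 at 10 nM; some results filed as inactive read as strong as hits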
Target sequence (P35414 whole entry, looked up): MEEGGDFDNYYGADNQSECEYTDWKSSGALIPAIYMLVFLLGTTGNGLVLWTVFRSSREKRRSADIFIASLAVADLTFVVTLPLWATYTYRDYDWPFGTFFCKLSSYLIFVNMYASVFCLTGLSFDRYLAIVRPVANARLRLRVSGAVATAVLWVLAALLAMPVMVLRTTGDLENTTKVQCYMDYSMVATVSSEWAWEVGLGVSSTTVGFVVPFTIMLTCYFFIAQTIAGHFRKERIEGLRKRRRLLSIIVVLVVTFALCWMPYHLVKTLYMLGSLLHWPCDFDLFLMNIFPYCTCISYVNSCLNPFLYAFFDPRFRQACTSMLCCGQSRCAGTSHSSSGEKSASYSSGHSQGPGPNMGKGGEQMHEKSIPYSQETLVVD
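Test system – PathHunter CHO-K1 APJ (AGTRL-1) beta-arrestin reporter cells · Input – 1000 cells/well · Compound – single test compound dose, 20 µM final, 1% DMSO · Times – compound stimulation 90 min at 25 °C, detection 60 min · Technique – beta-gal luminescence · Read-out basis – APJ–arrestin association signal · Control set – negative DMSO alone, positive Apelin-13 at 10 nM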
Mdm2 MdmX PPI – inhibitors of human Mdm2/MdmX interaction | O15151+Q00987 | SaOS-2 split-luciferase Mdm2/MdmX complementation, luminescence | inhibition, % at 8 µM | hit rate 3% among 330,000;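 active means inhibition of at least 50% at 8 µM in the primary screen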
TIM10 inh – TIM10 yeast growth inhibition; inhibition, % at 10 µM; S. cerevisiae TIM10 strain growth, BacTiter-Glo luminescence, 24 h; hit rate 1.4% among 330,000;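 active means inhibition of 40% or more at the single tested concentration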;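 further: wild-type TIM10 isogenic control strain grown at permissive 25 °C; 0% = DMSO yeast wells and 100% = minimal medium wells without yeast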
APJ antag – blocks the human apelin receptor APJ; CHO-K1 APJ beta-arrestin complementation, luminescence; inhibition, % at 20 µM; hit rate 0.32% among 330,000;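 active means inhibition above about 40% at 20 µM, limit read from the data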;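 further: cells challenged with 10 nM apelin-13 agonist together with compound; plate controls were apelin-13 plus DMSO wells for no effect and DMSO wells lacking apelin-13 for full effect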
tim23-1 inh – growth inhibitors of tim23-1 mutant yeast. S. cerevisiae tim23-1 growth, BacTiter-Glo luminescence, 24 h. inhibition, % at 20 µM. hit rate 1.3% among 330,000;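 active means growth inhibition of the mutant yeast at or above 50%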;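 further: temperature-sensitive mutant grown at 25 °C; plate controls were DMSO-treated mutant yeast for no effect and medium wells lacking yeast for full effect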
CXCR6 inh – blocks human CXCR6 beta-arrestin recruitment; hit rate 0.36% among 360,000; inhibition, % at 20 µM; CHO-K1 PathHunter CXCR6 beta-arrestin, luminescence; O00574; in the data active means inhibition above about 34%, passing the limit was not always enough;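 further: antagonist mode with CXCL16 agonist at 10 nM final; 0% = 10 nM CXCL16 with DMSO and 100% = unstimulated wells without agonist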
Target sequence (O00574 whole entry, looked up): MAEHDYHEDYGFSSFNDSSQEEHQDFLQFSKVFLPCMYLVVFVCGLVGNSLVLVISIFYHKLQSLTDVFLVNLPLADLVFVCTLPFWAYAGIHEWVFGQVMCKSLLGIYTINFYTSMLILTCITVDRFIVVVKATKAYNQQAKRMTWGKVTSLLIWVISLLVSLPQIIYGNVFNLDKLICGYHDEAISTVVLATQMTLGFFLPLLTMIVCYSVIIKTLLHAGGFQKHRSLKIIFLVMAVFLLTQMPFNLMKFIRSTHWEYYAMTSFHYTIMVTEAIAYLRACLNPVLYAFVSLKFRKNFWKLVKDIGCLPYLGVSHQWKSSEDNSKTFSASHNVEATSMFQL
XBP1 UPR activ – adaptive UPR (XBP1) activation. CHO-XBP1 luciferase reporter, IRE1-XBP1 UPR activation, luminescence; percent of tunicamycin response, DMSO as zero. activation, % at 20 µM. hit rate 0.33% among 330,000;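 active means versus positive control, 20 µM dose yields 30% or more activation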;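 further: 100% = tunicamycin at 10 µg/mL and 0% = DMSO only wells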
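Material: CHO cell line with stable XBP1 luciferase reporter; schedule: 16-18 h cell attachment at 37 °C, then 6 h compound exposure; signal: glow luminescence from Steady-Glo reagent; medium: serum-containing F12 medium, 10% FBS; benchmarks: tunicamycin 10 µg/mL and vehicle-only wells; read-out: percent activation relative to tunicamycin reference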
CHOP UPR activ – apoptotic UPR (CHOP) activation; activation, % at 10 µM; CHO-CHOP luciferase reporter, luminescence; percent of tunicamycin response over DMSO baseline; AID 449763; hit rate 0.34% among 330,000;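 active means at 10 µM dose, activation of 40% or more, normalized to positive control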;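 further: 100% = tunicamycin at 10 µg/mL and 0% = DMSO alone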
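Dosing – one dose, 10 µM in 0.5% DMSO · System – CHO-CHOP cells, stable luciferase reporter of PERK-eIF2a-CHOP signalling · Input – 500 cells/well · Control set – tunicamycin 10 µg/mL final as positive, DMSO-only wells as negative · Timing – 6 h compound treatment, 37 °C · Measure – % activation vs tunicamycin · Technique – luminescence read with Steady-Glo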
tim10-1 inh – inhibits growth of tim10-1 mutant yeast. S. cerevisiae tim10-1 ts strain growth, BacTiter-Glo, 24 h. inhibition, % at 20 µM. hit rate 2.2% among 330,000. AID 463190;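 active means inhibition of at least 40%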;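 further: mutant grown at 25 °C; 0% = DMSO wells with yeast and 100% = wells holding no yeast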
The depositor's hits bear a star; / = no result given.

SMILES	APJ ag	Mdm2 MdmX PPI	TIM10 inh	APJ antag	tim23-1 inh	CXCR6 inh	XBP1 UPR activ	CHOP UPR activ	tim10-1 inh
C/C=C\C(=O)Nc1cccc(C2=NOC3(C2)C[C@@H](C(N)=O)N(C(=O)COc2ccc(Cl)cc2)C3)c1 (stereo partly specified)	5	14	6	-62	13	-5	-2	-0.1	-14
CN(C[C@H](Cc1ccccc1)N(C[C@H](Cc1ccccc1)N(CCc1cc(C(F)(F)F)cc(C(F)(F)F)c1)N=O)N=O)N=O	-5	16	4	-8	17	-2	0	-0.5	1
C=C1CCN([C@@H](Cc2ccccc2)C(=O)NC2CCN(Cc3ccccc3)CC2)S(=O)(=O)c2ccccc21	-3	-20	-10	-3	-14	1	5	0.4	-5
COc1ccc(CCNS(=O)(=O)c2ccc3c(c2)OCCO3)cc1	-6	22	49*	1	59*	-6	-1	-2.0	50*
CCNC(=S)NNC(=O)c1cc(-c2ccc(OC)cc2)nc2ccccc12	-2	-31	54*	11	86*	8	-1	5.3	82*
COc1ccc(S(=O)(=O)N2CCCOC2CNC(=O)C(=O)NCCc2ccco2)cc1C (stereo unspecified)	4	53*	0	-9	4	-5	-3	0.7	3
O=C(CSc1nnc(-c2csc3c2CCCC3)o1)Nc1ccccc1	-6	-95	-4	8	2	0	5	6.3	-7
O=[N+]([O-])c1ccccc1S(=O)(=O)Oc1ccccc1/C=N/n1cnnc1	3	28	0	-22	5	-22	-4	-0.7	-7
Cc1nnc(SCC(=O)N2CCc3ccccc32)n1-c1ccccc1	10	-29	25	-21	36	-2	-1	-1.5	28
CCOC(=O)Nc1ccc2c(CNC(C)c3ccccc3OC)cc(=O)oc2c1 (stereo unspecified)	1	0	15	-1	32	-2	-2	-0.7	47*
COc1cc(C2NCCc3c2[nH]c2ccccc32)ccc1OC(C)C (stereo unspecified)	-3	50	4	-3	-5	/	2	-1.2	-7
CC(Cc1cccs1)NC(=O)Nc1cccc(Cl)c1 (stereo unspecified)	9	-10	36	13	30	1	-2	3.5	36
CC(=O)N1CCN(C(=S)c2cccc([N+](=O)[O-])c2)CC1	-2	-3	8	3	4	-4	2	-1.0	12
CC(C)(C)c1ccccc1NC(=O)c1cccnc1	2	17	-10	-12	18	-1	2	0.3	-6
O=C1C2C3C=CC(C4CC34)C2C(=O)N1c1ccc2c(c1)OCO2 (stereo unspecified)	-2	11	9	1	1	-1	-3	-2.2	2
CN(c1ccccc1C(=O)N1CCCC1)S(C)(=O)=O	-6	16	-19	7	15	-15	0	-3.8	9
Cc1cc(-c2nnc(SCC(=O)Nc3ccc(F)cc3F)n2N)n[nH]1	-5	24	-1	7	11	-11	2	1.1	13
Nc1nc(-c2ccccn2)nc(N)c1Cc1ccc(Cl)cc1Cl	-4	40	-9	32	15	20	43*	34	-7
COc1cccc(C(=O)NNC(=O)Cc2cccs2)c1	0	2	4	12	1	2	2	1.5	7
Cc1ccc(CN(C)C(=O)C2CCC(=O)N(CCc3ccccc3)C2)o1 (stereo unspecified)	-1	-28	10	16	2	-3	-2	3.2	3
O=C(NCc1ccccc1)c1ccccc1Br	-1	10	12	4	1	-5	-3	0.4	-8
COc1ccc(CCNC(=O)CSc2nnnn2-c2ccccc2)cc1	-3	1	1	-22	23	4	3	3.4	20
Cc1c(NC(=S)NC(=O)c2ccccc2Br)c(=O)n(-c2ccccc2)n1C	-3	-1	-4	3	-2	-9	-3	-1.7	-7
Clc1ccc(COn2c(-c3ccc(Cl)cc3Cl)nc3ncccc32)cc1	-3	33	-4	15	22	10	0	0.7	3
O=C1CN(C(=O)COc2ncnc3ccccc23)c2ccccc2N1	-2	4	-8	8	4	-3	-1	-0.3	-8
CCOC(=O)Cc1csc(NC(=O)c2cc(=O)c3ccccc3o2)n1	-3	-5	2	15	-12	6	2	8.6	-2
COc1ccc(NC(=O)c2cccc(S(=O)(=O)Nc3ccc(Br)cc3)c2)cn1	-2	6	15	-5	7	-12	-2	-1.6	20
c1ccc(-c2cc3c(N4CCCC4)ncnc3s2)cc1	-6	41	30	7	26	11	8	2.5	28
CC(C)NCC(O)COC1CCC(C(C)(C)C)CC1 (stereo unspecified)	-1	23	2	-13	-24	5	-1	-2.2	1
COc1ccc(S(=O)(=O)N2CCN(C(=O)C3CCCO3)CC2)cc1 (stereo unspecified)	-5	4	3	11	-10	-2	-4	-1.3	4
Cc1occc1-c1nnc(SCC(=O)N2CCc3ccccc32)o1	7	2	4	10	10	-6	-2	1.4	27
CCN(CC(=O)Nc1ccc(C(=O)Nc2ccc(OC)cc2)cc1)Cc1nc2ccccc2c(=O)[nH]1	-2	28	-4	14	-8	8	-2	-0.4	6
CC(C)COc1ccc(C(=O)Nc2ccc(NC(=O)c3ccco3)cc2)cc1	-1	10	7	11	-14	-4	-1	3.1	-9
Cn1c(=O)[nH]c(=O)c2c1nc(Br)n2CCSc1nc2ccccc2o1	-3	27	-1	7	17	7	0	0.0	19
CCCOc1cccc(-c2cc(-c3n[nH]c(=S)n3CC)c3ccccc3n2)c1	-5	5	39	9	38	17	6	1.1	43*
CC(C)C[C@H](NC(=O)c1nc[nH]c1C(=O)N(C)Cc1ccccc1)C(=O)OCc1ccccc1	-3	27	9	3	21	6	-5	-3.0	10
O=S(=O)(c1ccc(F)cc1)N1CCC2(CC1)OCCN2S(=O)(=O)c1cccs1	-2	18	8	0	16	-3	-1	-0.5	30
COc1cccc(/C=C/C(=O)NCC2CCCCC2)c1	-7	5	15	-27	40	13	-2	1.9	31
Cc1ccc2c(cnn2C(=O)CCC(=O)NC2CCCC2)c1	-5	8	-8	18	-7	-1	-3	1.8	-4
CCCCn1c(N)c(N(CC(C)C)C(=O)C2CC(=O)N(Cc3ccco3)C2)c(=O)[nH]c1=O (stereo unspecified)	1	23	9	8	8	-3	-1	0.7	0
COc1ccc(C)cc1NC(=O)C(OC(=O)Cn1cnc2c1c(=O)n(C)c(=O)n2C)c1ccccc1 (stereo unspecified)	-1	-10	3	2	10	1	-4	0.8	3
CCC(C)(C(=O)NC1CCCC1)N(C(=O)c1ccccn1)c1ccc(C)cc1 (stereo unspecified)	-4	21	1	2	-3	10	0	1.4	10
Cc1noc(NS(=O)(=O)c2ccc(N/C=C/C(=O)c3ccncc3)cc2)c1C	0	-13	10	2	-6	2	-1	0.2	9
Cc1cc2ccccc2c(=O)n1CC(=O)NCC(=O)N1CCN(c2ccccc2)CC1	-2	32	8	6	7	2	2	-1.6	15
CCOC(=O)c1ccccc1-c1csc(N)n1	-4	16	-10	-16	20	-2	1	-0.8	-11
C=CC[C@@H](Cc1ccc(F)cc1)C(=O)OC[C@H]1CCCN1C(=O)[C@@H](CC=C)CC(=O)N[C@H](CO)Cc1ccccc1	-1	-8	6	3	32	-1	-2	1.7	16
COCCNc1nc2nonc2nc1N1CCC(N(C)C)C1 (stereo unspecified)	-3	-22	11	3	4	-5	-1	-2.3	7
O=C1c2cccc3c2[C@H](CCC3)CN1[C@@H]1CN2CCC1CC2	-6	23	0	35	0	/	-7	0.7	-12
Cn1c(=O)c2c(nc(NCCc3ccccc3)n2CC(=O)NCCc2ccccc2)n(C)c1=O	-3	30	11	12	-9	6	-3	-0.7	-3
COC(=O)C1C(c2ccc(N(C)C)cc2)C(C(=O)OC)S(=O)(=O)CS1(=O)=O (stereo unspecified)	2	-4	23	-19	25	-2	3	-3.0	10
Cc1ccc(CNC(=O)c2cc3ccccc3oc2=O)cc1	4	-6	15	18	21	-3	0	4.6	26
CCOC(=O)c1c(C)c(C(=O)O)n(C)c1C	1	4	3	9	9	3	1	-0.9	2
Cc1ccc(C)c(Cn2nc(-c3ccccc3)ccc2=O)c1	-1	3	-47	-19	12	-4	-1	-0.9	5
COc1ccc(OCC(O)CN2CCCCCC2)cc1 (stereo unspecified)	-3	5	-3	0	-4	-8	1	-0.7	9
COc1ccc(S(=O)(=O)N2CCCC2CNC(=O)C(=O)NCc2cccs2)cc1 (stereo unspecified)	4	18	-1	-35	-4	-1	-4	0.3	2
COc1ccc(/C=N/N=C2/C(=O)Nc3ccccc32)cc1O	-1	28	1	-12	7	-11	3	10	9
C=CCN(C#N)c1nc(OC)nc(N2CCCC2)n1	-3	17	-34	-15	-9	3	1	-0.6	-6
COc1ccccc1C(=O)NNC(=O)c1ccccc1F	-2	-77	8	8	3	-1	-1	5.8	7
Cc1nn(CC(=O)Nc2ccc(Cl)cc2)c(=O)c2cc(-c3ccccc3)nn12	5	50	-6	-25	13	1	-5	2.4	17
O=C(NCc1cccnc1)C1CC(=O)N(C2CCCCC2)C1 (stereo unspecified)	-2	7	7	7	-3	3	-2	-0.1	1

Going on with the list.
SMILES	APJ ag	Mdm2 MdmX PPI	TIM10 inh	APJ antag	tim23-1 inh	CXCR6 inh	XBP1 UPR activ	CHOP UPR activ	tim10-1 inh
CC(C)CNC(=O)CC(=O)N/N=C/c1cccs1	-3	1	-1	12	5	5	0	-0.4	-1
C[C@H](NC(=O)[C@H]1N2C(=O)c3ccccc3C2SC1(C)C)C(=O)N1CCC[C@H]1C(=O)O (stereo partly specified)	-5	-8	-7	6	-5	0	-1	0.8	9
C=CCn1c(C)cc(-c2csc(NC(=O)CCc3nc4ccccc4c(=O)[nH]3)n2)c1C	-5	49	-5	12	11	0	-1	-0.3	14
C=CCn1c(CCCNC(=O)CCC)nc2ccccc21	-1	5	7	4	-4	-8	-3	1.3	5
CCC(=O)N1CCN(c2ccccc2NC(=O)Cc2ccccc2)CC1	-4	-11	10	-19	15	11	-1	-1.0	11
O=C(c1ccc2ccccc2n1)N1CCN(Cc2c(F)cccc2Cl)CC1	0	3	-5	-6	24	-2	2	0.3	3
Cc1cc(/C=C2\SC(=S)N(C)C2=O)c(C)n1-c1cccc(O)c1	-6	78*	24	-6	-1	12	-5	-6.0	-3
Nc1cc(-c2ccco2)no1	1	12	-5	-12	-1	-4	2	-0.8	10

An excerpt from above in order of formula weight, highest first:
SMILES	APJ ag	Mdm2 MdmX PPI	TIM10 inh	APJ antag	tim23-1 inh	CXCR6 inh	XBP1 UPR activ	CHOP UPR activ	tim10-1 inh
CN(C[C@H](Cc1ccccc1)N(C[C@H](Cc1ccccc1)N(CCc1cc(C(F)(F)F)cc(C(F)(F)F)c1)N=O)N=O)N=O	-5	16	4	-8	17	-2	0	-0.5	1
C[C@H](NC(=O)[C@H]1N2C(=O)c3ccccc3C2SC1(C)C)C(=O)N1CCC[C@H]1C(=O)O (stereo partly specified)	-5	-8	-7	6	-5	0	-1	0.8	9
COc1ccc(CCNS(=O)(=O)c2ccc3c(c2)OCCO3)cc1	-6	22	49*	1	59*	-6	-1	-2.0	50*
O=C1c2cccc3c2[C@H](CCC3)CN1[C@@H]1CN2CCC1CC2	-6	23	0	35	0	/	-7	0.7	-12
C=CCn1c(CCCNC(=O)CCC)nc2ccccc21	-1	5	7	4	-4	-8	-3	1.3	5
CN(c1ccccc1C(=O)N1CCCC1)S(C)(=O)=O	-6	16	-19	7	15	-15	0	-3.8	9

Not all compounds are listed, so the mix of outcomes need not match the whole.
